Bioassay records from PubChem.
SRC1 TRFRET art: counter-screen for PPARgamma SRC-1 recruitment agonists: TR-FRET artefact; TR-FRET detection artefact counter-screen, emission ratio; hits give high values; TR-FRET ratio at 8 µM; hit rate 0.34% among 99,000; AID 1051; in the data active = TR-FRET ratio above about 2300; note: inactives centre near 1800; reference of the scale not given here
SRC3 TRFRET art: flags TR-FRET format artefacts in PPARgamma SRC-3 recruitment agonist screen. TR-FRET artefact counter-screen, PPARgamma/SRC-3 format; hits give high values. TR-FRET ratio at 8 µM. hit rate 0.39% among 99,000. AID 1048; in the data active = TR-FRET ratio above about 2000; note: inactives centre near 1600; reference of the scale not given here
Active calls of the source: *. An excerpt, so the mix of outcomes need not match the whole.

Start of the listing, in advance (two entries):
smiles	SRC1 TRFRET art	SRC3 TRFRET art
COCCN(C(=S)Nc1ccc(OC)cc1)C1CCN(C(C)=O)CC1	1866	1502
O=C(Cn1ccccc1=O)c1ccc(Cl)cc1	1726	1603

The list itself, repeating the preview:
smiles	SRC1 TRFRET art	SRC3 TRFRET art
COCCN(C(=S)Nc1ccc(OC)cc1)C1CCN(C(C)=O)CC1	1866	1502
O=C(Cn1ccccc1=O)c1ccc(Cl)cc1	1726	1603
Cc1[nH][nH]c(=O)c1C(c1cc([N+](=O)[O-])ccc1O)c1c(C)[nH][nH]c1=O	1725	1756
Cc1ccc(NC(=S)N2CCN(c3ncccn3)CC2)c(C)c1	1597	1540
COC(=O)c1ccc(C(=O)OC)c(NS(=O)(=O)c2ccc(NC(C)=O)cc2)c1	2010	1613
O=C(COC(=O)c1cncc(Br)c1)NC1CCCCC1	1829	1642
COC(=O)c1ccccc1NC(=O)Nc1cc(C)ccn1	1833	1638
Cc1ccc(S(=O)(=O)NNC(=O)c2ccncc2)cc1	1591	1614
O=S(=O)(Cc1ccccc1)Cc1cnc(Cl)s1	1982	1590
COc1ccc(NC(=O)COC(=O)c2ccc(OCc3ccc(Cl)cc3Cl)c(OC)c2)c(OC)c1	1586	1355
CCN1CCN(C(=S)Nc2ccc(Cl)c(Cl)c2)CC1	1624	1665
CCN(CC(=O)NCc1cccs1)S(=O)(=O)c1ccc(NC(C)=O)cc1	2116	1542
CCN(CC)C(=O)/C(=C\c1ccncc1)NC(=O)c1ccccc1	1842	1669
COc1ccc(N(CC(=O)NCc2ccc(C)cc2)S(=O)(=O)c2c(C)nn(C)c2C)cc1	1678	1674
O=C(NCCC1=CCCCC1)C(=O)NCC1OCCCN1S(=O)(=O)c1cc(F)ccc1F (stereo unspecified)	1616	1532
O=C(Nc1ccc(Cl)cc1)C1CC2CCCC(C1)C2=O (stereo unspecified)	1812	1392
Cc1ccccc1S(=O)(=O)/N=C(/c1ccccc1)N1CCOCC1	1755	1465
COC(=O)c1ccccc1NC(=S)N(Cc1ccc2c(c1)OCO2)Cc1cc2ccc(C)cc2[nH]c1=O	1825	1800
C[C@]1(C(=O)NCc2cc(F)cc(C(F)(F)F)c2)C=C[C@@H](Cc2ccccc2)N1C(=O)c1ccccc1	1595	1444
CCCNC(=O)CCCCn1c(=S)[nH]c2c([nH]c3ccc(OC)cc32)c1=O	1857	1647
CC(C)[C@@H](C(=O)N1CCNCC1)n1cc(CCO)nn1	1684	1707
Cc1cc(C)nc(N/N=C/C2=C(N3CCOCC3)C(=C/c3ccccc3)/CC2)n1	1666	1404
CCOc1ccc(Cc2noc3c2C(=O)CC(C)(C)C3)cc1OCC	1629	1372
CCN1/C(=C2\C(=O)N(c3ccccc3)N=C2C)C=Cc2cc(C)ccc21	1758	1509
Cc1ccsc1C(=O)N1CCC(CO)(Cc2ccccc2)CC1	1809	1484
O=C(Nc1c2c(nc3ccccc13)CCCC2)c1ccccc1Br	1694	1762
COc1ccc(CNC(=O)CN2C(=O)NC3(CCCCCC3)C2=O)cc1OC	1470	1464
COC(=O)CC(NC(=O)Nc1ccc(C)cc1)c1cccc([N+](=O)[O-])c1 (stereo unspecified)	1911	1441
O=C(/C=C/c1ccc(Cl)cc1)Nc1ccc(Br)cn1	1778	1503
CCOc1cc(/C=N/NC(=O)Nc2ccccc2)ccc1O	1831	1634
Cc1oc(=O)c(NC(=O)c2ccccc2)cc1C(C)O (stereo unspecified)	1856	1756
CCOC(=O)c1ccc2c(c1)nc(SCC(=O)N1CCOCC1)n2CC	1751	1519
O=C1C2CC=CCC2C(=O)N1c1ccc(NCCc2ccc(O)cc2)c([N+](=O)[O-])c1 (stereo unspecified)	1621	1403
CCOc1ccccc1NC(=O)c1ccc(-n2cncn2)nc1	1917	1504
CCOc1cc(C(=O)NCc2ccccc2)ccc1OCC(=O)N1CCOCC1	1866	1720
CCCCCCCOC(=O)C[N+](C)(C)CCOC1CC2CCC1(C)C2(C)C (stereo unspecified)	1866	1675
O=C(Nc1ccc(NC(=O)C2CCCCC2)nc1)c1ccccn1	1768	1750
COc1ccccc1NC(=O)Nc1ccc2[nH]c(=O)[nH]c2c1	1834	1637
S=C(NCc1ccc2c(c1)OCO2)NC1CC1	2077	1652
CCCC/C=C/C(NC(=O)CCc1ccccc1)c1ccccc1 (stereo unspecified)	1657	1480
Cc1ccc(S(=O)(=O)Nc2ccccc2C(=O)Nc2ccc(S(=O)(=O)Nc3nccc(C)n3)cc2)cc1	1929	1703
Cc1ccc(C(NC(=O)N2CCOCC2)C(Cl)Cl)cc1F (stereo unspecified)	1629	1637
CCOC(=O)N1CCN(C(=O)CSc2nnc(-c3ccc(C(C)(C)C)cc3)o2)CC1	1671	1848
Cc1c(Cl)cccc1N1C(=O)CC(NNC(=O)c2cccnc2)C1=O (stereo unspecified)	1959	1715
COC(=O)c1ccc(CSc2nc3sc(C(=O)O)c(C)c3c(=O)[nH]2)cc1	1770	1811
ClC1(Cl)CC1CSc1ncn[nH]1 (stereo unspecified)	2033	1640
O=C(NC(=S)Nc1cccc(NC(=O)c2ccccc2)c1)c1cccc([N+](=O)[O-])c1	1699	1373
COc1ccc(Cl)cc1NC(=O)NCCN1CCCCC1	1929	1644
O=C(NC1(C(F)(F)F)NC(=O)N(CCc2ccccc2)C1=O)C1CC1 (stereo unspecified)	1764	1776
CC(C(=O)NCC1CCCCC1)N(C)Cc1cccc(Cl)c1 (stereo unspecified)	1761	1579
Cc1c(NC(=O)CSc2ccc(Cl)cc2)c(=O)n(-c2ccccc2)n1C	1712	1569
Cc1cccc(Nc2cc(=O)[nH]c(=O)[nH]2)c1C	1979	1644
Cc1ccc(C(=O)N/C(=C\c2ccccc2F)c2nc(=S)[nH][nH]2)cc1	1796	1432
CCN(CC)S(=O)(=O)c1ccc(OC)c(NC(=O)c2cccs2)c1	1665	1557
Cc1ccc(NC(=O)Cc2noc3ccccc23)c(C)c1	1595	1480
N#C/C(=C\c1ccncc1)c1nc2ccccc2c(=O)[nH]1	1685	1469
O=c1cc(NCc2ccc3c(c2)OCO3)[nH]c(=O)n1-c1ccc(Cl)cc1	1540	1537
O=C(CCc1ccccc1)NNC(=O)c1ccccc1Br	1803	1709
Cc1cccc(OCC(O)CN2CC3(C)CC2CC(C)(C)C3)c1 (stereo unspecified)	1727	1443
CCCc1cc(=O)[nH]c(SCC(=O)Nc2nc3ccc(OCC)cc3s2)n1	1790	1429

The list continues.
smiles	SRC1 TRFRET art	SRC3 TRFRET art
Cn1c(-c2ccc3c(c2)OCO3)cc(=O)c2ccccc21	1849	1607
CCCn1c(N)c(N(CCOC)C(=O)/C=C/c2cccc(Cl)c2)c(=O)[nH]c1=O	1940	1891
CCCC(=O)Nc1ccc(Nc2ccccc2)cc1	2164	1620
CCn1ncc(C2=NOC(C(=O)Nc3cccc(O)c3)C2)c1C (stereo unspecified)	1846	1578
COc1ccc(NC(=O)c2ccccn2)cc1OC	1797	1599
CCOC(=S)SCc1cn2ccc(C)cc2n1	1636	1435
O=C(NNC(=O)c1ccc(-c2ccccc2)cc1)c1ccccc1	1902	1694
CC(C)CC(=O)NC(=S)Nc1ccc(N2CCOCC2)c(Cl)c1	1757	1586
COC(=O)c1ccc2c(=O)n(Cc3ccco3)c(SCC(=O)Nc3cc(C)on3)nc2c1	1880	1668
CCc1cccc(NC2c3ccccc3C(=O)N2c2cccnc2)c1 (stereo unspecified)	1555	1390
CCOCCCNC(=O)C(NC(=O)Cc1cccs1)c1ccc(Cl)cc1 (stereo unspecified)	1874	1517
O=C(CNCC1CCCO1)N1CCCCCC1 (stereo unspecified)	1771	1688
CCCCN(CCCNC(=O)Cn1ncc2ccsc2c1=O)Cc1ccccc1	2028	1510
COCCCNc1nc2nonc2nc1N1CCN(Cc2cccc(C)c2)CC1	1926	1533
Cc1ccc(NC(=O)CN2CCCCCC2)cc1[N+](=O)[O-]	1761	1479

Sorted by formula weight (low to high): part of the list above.
smiles	SRC1 TRFRET art	SRC3 TRFRET art
S=C(NCc1ccc2c(c1)OCO2)NC1CC1	2077	1652
CCCC(=O)Nc1ccc(Nc2ccccc2)cc1	2164	1620
CC(C(=O)NCC1CCCCC1)N(C)Cc1cccc(Cl)c1 (stereo unspecified)	1761	1579
O=C(/C=C/c1ccc(Cl)cc1)Nc1ccc(Br)cn1	1778	1503
CCN1/C(=C2\C(=O)N(c3ccccc3)N=C2C)C=Cc2cc(C)ccc21	1758	1509
CCOc1cc(C(=O)NCc2ccccc2)ccc1OCC(=O)N1CCOCC1	1866	1720

New compounds follow:
smiles	SRC1 TRFRET art	SRC3 TRFRET art
CCOC(=O)c1ccc(NC(=O)N2CCOCC2)cc1	1928	1577
CN(Cc1c(F)cccc1Cl)C(=O)c1cc2ccccc2o1	1671	1692
O=c1c(Cl)c(NCCO)cnn1-c1cccc(Cl)c1	1627	1618
Cc1cc(C(=O)C(=O)N(C)C)c(C)n1-c1ccc(Cl)cc1	1805	1551
O=C(NCC1CCCO1)C(c1ccc(F)cc1)N(CCCN1CCOCC1)C(=O)c1ccc(-c2ccccc2)[nH]1 (stereo unspecified)	2002	1590
COc1ccc(/C(C)=N\NC(=O)CSc2nnc(C)s2)cc1	1882	1499
COc1ccc(/C=C/C(=O)c2ccc3c(c2)OCO3)c(OC)c1	1768	1721
C[C@@H](C(=O)Nc1ccc2ccccc2c1)[C@@H]1C[C@@]1(C)[C@@H](NC(=O)c1cccnc1)c1ccccc1	1812	1525
O=C(Nc1ccccc1)N1N=C(c2cccs2)CC1c1cccs1 (stereo unspecified)	1799	1637
COc1ccc(-c2ccc(SCC(=O)NCc3ccc4c(c3)OCO4)nn2)cc1OC	1624	1577
O=C1CC(c2ccccc2)CC(O)=C1C=Nc1ccccc1Cl (stereo unspecified)	1753	1388
COc1ccc(N2CCN(C(=O)COc3ccc4c(C)cc(=O)oc4c3)CC2)cc1	1624	1605
COc1ccccc1/C=N/NC(=O)CCSc1ccccc1	1770	1699
Cc1ccc(CNC(=O)COC(=O)c2cncc(Br)c2)cc1	1826	1493
COc1ccc(C(=O)NCC(=O)OCC(=O)N2CCC(C)CC2)cc1OC	1786	1506

Other results
mol | SRC1 TRFRET art | SRC3 TRFRET art
CC(=O)NC1C(OCc2ccccc2)OC(CO)C(OC(C)=O)C1OC(C)=O (stereo unspecified) | 1724 | 1620
COc1cc(C(=S)N2CCOCC2)ccc1O | 1820 | 1659
Cc1c(C(=O)O)oc2c(F)cccc12 | 1849 | 1305
CCCCC(=O)Nc1cc(C)c(NC(=O)c2cccs2)cn1 | 1616 | 1604
Cc1ccc(NC(=O)CN(C)C(=O)CSc2nc(C)cs2)cc1 | 1529 | 1400
CN(C)S(=O)(=O)c1ccc(NC(=O)COC(=O)C2COc3ccccc3O2)cc1 (stereo unspecified) | 1443 | 1632
CCOC(=O)c1c(C)[nH]c(C)c1C(=O)CSc1nc2ccccc2c(=O)n1-c1ccccc1C | 1803 | 1491
CCN(C(=O)COC(=O)/C=C/c1cnc2ccccc2n1)C1CCS(=O)(=O)C1 (stereo unspecified) | 1980 | 1649
O=C(CSc1ccccn1)NCc1ccc2c(c1)OCO2 | 1801 | 1516
CC(C)N1CCC(N2CCN(Cc3cnc(-c4ccccc4)s3)CC2CCO)CC1 (stereo unspecified) | 2031 | 1578
CC(C)OC(=O)CSc1nc(N)c(C#N)cc1C#N | 1886 | 1563
CCOC(=O)c1sc2nc(C)nc(SCC(=O)N(C)C3CCS(=O)(=O)C3)c2c1C (stereo unspecified) | 1588 | 1423
C/C(=N\NC(=O)COc1c(C)cccc1C)c1cccs1 | 1637 | 1777
CN(C(=O)c1ccc(OC2CCN(C(=O)c3cccnc3)CC2)cc1)C1CCCCC1 | 1859 | 1651
Cc1cc(C)nc(NCCC(=O)O)n1 | 1891 | 1643
COc1ccc2nc(Cl)c(C#N)cc2c1 | 1553 | 1406
COc1cc(/C=N/NC(=O)c2ccoc2C)cc(OC)c1O | 2000 | 1583
N#Cc1ccc(/C=C/C(=O)c2ccco2)cc1 | 1690 | 1603
CC(C)(C)C(=O)COC(=O)c1ccc(N)c([N+](=O)[O-])c1 | 2026 | 1498
NC1=NC(=Nc2ccc(Br)cc2)c2ccccc21 | 1763 | 1595
CCCC(=O)Nc1ccc(-c2ccc(NC(=O)CCC)cc2)cc1 | 1822 | 1689
Cc1cc([N+](=O)[O-])ccc1NC(=O)C(C)N1CCN(c2ccccn2)CC1 (stereo unspecified) | 1453 | 1537
COc1ccccc1OCC(=O)n1cc(C(=O)c2cc(Cl)cc(Cl)c2O)cn1 | 1990 | 1636
Cc1scc(C(=O)NNC(=S)NC(C)c2ccccc2)c1C (stereo unspecified) | 1702 | 1334
CCC(C)(C)C(=O)Nc1cc([N+](=O)[O-])ccc1F | 1676 | 1514

Looked up by structure from above (two):
mol | SRC1 TRFRET art | SRC3 TRFRET art
COc1cc(C(=S)N2CCOCC2)ccc1O | 1820 | 1659
CCN(C(=O)COC(=O)/C=C/c1cnc2ccccc2n1)C1CCS(=O)(=O)C1 (stereo unspecified) | 1980 | 1649

The list goes on.
mol | SRC1 TRFRET art | SRC3 TRFRET art
CC(C)C(OC(=O)C1=Cc2ccccc2OC1)C(=O)NC1CCCC1 (stereo unspecified) | 1668 | 1770
CO/N=C/Cc1c([N+](=O)[O-])c(C)nn1C | 1672 | 1550
Cc1ccc(-c2cc(-c3ccccc3)c(C#N)c(Br)n2)cc1 | 3299* | 1644
CCC(C)c1ccccc1OCCOCCN1CCCC1 (stereo unspecified) | 1686 | 1649
O=C(C1CCCN(Cc2nc(-c3cccs3)no2)C1)N1CCOCC1 (stereo unspecified) | 1959 | 1605
O=C(O)c1ccc(/C=C/c2ccc3cccc(O)c3n2)cc1 | 2127 | 1666
CC(=O)c1ccc(N2CCN(C(=O)C3CCCN(S(=O)(=O)c4c(C)[nH]c(=O)[nH]c4=O)C3)CC2)cc1 (stereo unspecified) | 1737 | 1370
O=C(CCCOc1ccccc1)Nc1nc2ccccc2[nH]1 | 1862 | 1746
Nc1nc(NCCCN2CCOCC2)nc(Nc2ccccc2)c1[N+](=O)[O-] | 1721 | 1434
